Assay outcomes as filed in PubChem BioAssay.
HDAC3 inhib – inhibitors of human histone deacetylase 3; O15379; recombinant HDAC3, fluorogenic peptide/trypsin coupled, fluorescence; inhibition, % at 8.3 µM; 0.15% of 320,000 active; in the data active means inhibition above about 26%, passing the limit was not always enough; inconclusive means no clear call, values can overlap the other calls
Target sequence (O15379 whole entry, looked up): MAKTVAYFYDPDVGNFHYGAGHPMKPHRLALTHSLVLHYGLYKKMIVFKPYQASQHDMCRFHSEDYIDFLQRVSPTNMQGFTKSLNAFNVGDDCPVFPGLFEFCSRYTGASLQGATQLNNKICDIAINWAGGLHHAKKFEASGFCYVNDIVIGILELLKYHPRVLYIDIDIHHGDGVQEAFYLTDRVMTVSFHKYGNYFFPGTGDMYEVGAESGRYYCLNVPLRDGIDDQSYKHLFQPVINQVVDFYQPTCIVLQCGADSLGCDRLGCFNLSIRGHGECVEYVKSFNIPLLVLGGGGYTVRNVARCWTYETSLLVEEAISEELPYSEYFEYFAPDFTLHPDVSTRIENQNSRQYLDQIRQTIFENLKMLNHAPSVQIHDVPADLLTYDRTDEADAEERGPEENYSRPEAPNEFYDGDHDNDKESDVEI
ANO1 activ – mouse TMEM16A channel activation, primary screen; HEK293 TMEM16A/YFP-H148Q/I152L, iodide quench fluorescence; hits give low values; B-score at 10 µM; 0.3% of 340,000 active; AID 623877;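 active means fluorescence-ratio B-score plate-corrected deviation score at least 3 library SD below zero, with starting fluorescence score within 5 deviations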;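 further: channel opened by trigger with iodide after compound preincubation; score built on the fluorescence ratio of max minus min over baseline; more negative score means more quench and so TMEM16A activation or potentiation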
KCNK3 block – human KCNK3 channel inhibition, primary screen | CHO-KCNK3 thallium flux, FluxOR fluorescence; hits give low values | B-score at 10 µM | 0.84% of 340,000 active;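 active means B-score under library mean minus 4 SD, starting fluorescence ratio at most library mean plus 5 SD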;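 further: more negative B-score means stronger inhibition of thallium flux through KCNK3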
Target sequence (O14649 whole entry, looked up): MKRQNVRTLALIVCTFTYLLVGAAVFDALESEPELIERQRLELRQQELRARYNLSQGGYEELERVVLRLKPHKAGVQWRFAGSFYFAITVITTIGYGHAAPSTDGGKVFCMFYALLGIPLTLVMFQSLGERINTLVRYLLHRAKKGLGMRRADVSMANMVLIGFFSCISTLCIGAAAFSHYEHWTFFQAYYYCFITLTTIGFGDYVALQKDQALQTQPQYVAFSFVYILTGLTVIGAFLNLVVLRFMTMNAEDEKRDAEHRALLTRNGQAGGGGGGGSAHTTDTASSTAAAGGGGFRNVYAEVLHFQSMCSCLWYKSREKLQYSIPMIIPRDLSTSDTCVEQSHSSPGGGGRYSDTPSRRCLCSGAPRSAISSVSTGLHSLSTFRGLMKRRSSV
DYRK1A inh – blocks rat Dyrk1A kinase activity. 0.43% of 310,000 active. Q63470. AID 504441. inhibition, % at 12.5 µM. ADP-Glo luminescence, NFATc1 peptide; in the data active means inhibition above about 50%;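 further: plate controls were vehicle with enzyme for no effect and no enzyme for full effect; many of its hits are not listed in these tables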
* = called active by the depositor; i = inactive; ? = inconclusive. This is a subset, so the mix of outcomes need not match the whole.

Below each SMILES – HDAC3 inhib	ANO1 activ	KCNK3 block	DYRK1A inh
(1) CCCc1cc(NC(=O)COC(=O)c2ccc(O)cc2O)n(-c2ccccc2)n1
→ -5.8	i	i	-1.8
(2) CCC[C@@H](O)c1cc2cc(OC)c(OC)cc2c(=O)o1
→ -9.4	i	i	8.6
(3) CCCCN(C(=O)c1cnc(C)cn1)c1c(N)n(CCC)c(=O)[nH]c1=O
→ -1.2	i	i	-2.0
(4) CCCC[C@H](CC(=O)c1ccccc1)[C@@H](OC(C)=O)C(=O)Oc1c(C(C)C)cccc1C(C)C
→ 1.9	i	i	3.6
(5) O=C(COc1cccnc1[N+](=O)[O-])Nc1ncc(Cl)cc1Cl
→ 4.1	i	i	0.3
(6) O=C(CN1CCc2ccccc2C1)Nc1cccc(S(=O)(=O)N2CCOCC2)c1
→ -3.7	i	i	0.9
(7) CN(Cc1ccccc1Cl)C(=O)CNC(=O)C12CC3CC(CC(C3)C1)C2
→ -8.0	i	i	-4.4
(8) COc1ccc(C(CNC(=O)c2c(C)nn(Cc3ccc(C)cc3)c2Cl)N2CCOCC2)cc1 (stereo not given)
→ 0.6	i	i	1.5
(9) COc1ccc(S(=O)(=O)N(C)Cc2ccc3c(c2)OCCO3)cc1
→ 5.2	i	i	0.4
(10) NC(=O)C1CCN(C(=O)CCn2c(=O)oc3ccccc32)CC1
→ 0.2	i	i	-0.4
(11) O=C(Nc1cccc(S(=O)(=O)N2CCCC2)c1)c1cncc(Br)c1
→ -6.1	i	i	-1.6
(12) COc1ccc(C(=O)Nc2cccc(S(=O)(=O)N3CCCC3)c2)cc1S(=O)(=O)N1CCOCC1
→ 4.7	i	i	-3.3
(13) COc1ccc(NC(=O)N(C)C[C@H]2Oc3c(NC(=O)Cc4ccccc4)cccc3C(=O)N([C@H](C)CO)C[C@@H]2C)cc1
→ -7.2	i	i	1.0
(14) O=C(CNS(=O)(=O)c1ccccc1)N/N=C/c1ccncc1
→ -3.5	i	i	-1.3
(15) CC(=O)Nc1ccc(S(=O)(=O)NC(C)C(=O)NCC(c2ccco2)N2CCCCC2)cc1 (stereo not given)
→ 5.4	i	i	-1.8
(16) CCCCCn1cnnc1SCC(=O)c1ccc2c(c1)OCO2
→ 3.1	i	i	1.5
(17) Cc1nc(SCC(=O)NC2CCS(=O)(=O)C2)c2c3c(sc2n1)CCC3 (stereo not given)
→ 0.8	i	i	-0.2
(18) O=C(COC(=O)c1cc(Cl)cc(Cl)c1)NCc1ccco1
→ 10.6	i	i	0.5
(19) CC(C)(C)OC(=O)N1CCC(NC(=O)c2[nH]cnc2C(=O)Nc2cccc(Cl)c2)CC1
→ -4.8	i	i	-5.1
(20) Cc1ccc(S(=O)(=O)N2CCOCC2)cc1C(=O)OCC(=O)NCCc1ccccc1
→ -0.7	i	i	-5.5
(21) CC(C)(C)OC(=O)NCc1ccc(CNC(=O)c2nc[nH]c2C(=O)NCc2ccccc2)cc1
→ -7.6	i	i	7.0
(22) COc1ccc(S(=O)(=O)N2CCC(C(=O)NCCOc3ccccc3F)CC2)cc1OC
→ -5.8	i	i	-0.8
(23) COc1ccc(CCNC(=O)COC(=O)C2COc3ccccc3O2)cc1 (stereo not given)
→ -2.3	i	i	2.6
(24) O=C1N[C@@H](c2ccccc2)COC(=O)[C@@H](Cc2ccc(F)cc2)C/C=C\C[C@@H]1CC(=O)N(CCO)Cc1ccccc1
→ 6.0	i	i	1.9
(25) O=C(CNC(=O)c1ccccc1F)NCCN1C(=O)S/C(=C\c2ccc3c(c2)OCO3)C1=O
→ 0.2	i	i	1.0
(26) COc1ccc2c(c1)OC[C@H]1[C@H]2N2C(=O)CN(Cc3ccc(F)cc3)C(=O)[C@@]2(C)[C@H]1c1ccccc1
→ 5.2	i	i	0.0
(27) COc1cc(C(=O)OCC(=O)c2cc(C)n(CC3CCCO3)c2C)cc(OC)c1C (stereo not given)
→ 9.7	i	i	-1.2
(28) C[C@H](CO)N1C[C@H](C)[C@@H](CN(C)C(=O)Nc2ccccc2)Oc2ccc(NC(=O)C3CCCCC3)cc2C1=O
→ -5.2	i	i	7.3
(29) COc1cc(OC)cc(C(=O)NCC(=O)OCC(=O)NCc2ccco2)c1
→ 33.0*	i	i	-4.3
(30) CC1(C)O[C@@H]2[C@H](O1)[C@@H](CO)O[C@H]2n1cc(Br)c(=O)[nH]c1=O
→ -2.8	i	i	-3.6

A draw from above in order of SMILES length, lowest first.
Below each SMILES – HDAC3 inhib	ANO1 activ	KCNK3 block	DYRK1A inh
(3) CCCCN(C(=O)c1cnc(C)cn1)c1c(N)n(CCC)c(=O)[nH]c1=O
→ -1.2	i	i	-2.0
(8) COc1ccc(C(CNC(=O)c2c(C)nn(Cc3ccc(C)cc3)c2Cl)N2CCOCC2)cc1 (stereo not given)
→ 0.6	i	i	1.5
(25) O=C(CNC(=O)c1ccccc1F)NCCN1C(=O)S/C(=C\c2ccc3c(c2)OCO3)C1=O
→ 0.2	i	i	1.0

The main list resumes, repeating the 2 entries before the break.
Below each SMILES – HDAC3 inhib	ANO1 activ	KCNK3 block	DYRK1A inh
(29) COc1cc(OC)cc(C(=O)NCC(=O)OCC(=O)NCc2ccco2)c1
→ 33.0*	i	i	-4.3
(30) CC1(C)O[C@@H]2[C@H](O1)[C@@H](CO)O[C@H]2n1cc(Br)c(=O)[nH]c1=O
→ -2.8	i	i	-3.6
(31) COc1ccc2nc(-c3ccccc3)cc(C(=O)OCC(=O)N3CCCCC3)c2c1
→ -15.1	i	i	-4.3
(32) CC(C)NC(=O)N(C)C[C@H]1Oc2c(NS(=O)(=O)c3ccccc3)cccc2C(=O)N([C@H](C)CO)C[C@@H]1C
→ 0.2	i	i	-3.7
(33) O=C(COC(=O)C1CC2CCCC(C1)C2=O)NNC(=O)c1ccccc1Br (stereo not given)
→ 3.2	i	i	1.1
(34) COc1ccc(-c2ccc(N)cn2)cn1
→ 9.9	i	i	8.3
(35) O=C(C1COc2ccccc2O1)N1CCN(c2ccccc2O)CC1 (stereo not given)
→ -7.3	i	i	7.6
(36) COC(=O)c1c(C)[nH]c(C(=O)C(C)OC(=O)c2c(C)noc2C)c1C (stereo not given)
→ -2.4	i	i	4.7
(37) c1ccc2cc(CCCc3cc4ccccc4cn3)ncc2c1
→ -3.1	i	i	5.4
(38) Cc1cc(C)n2nc(SCC(=O)NC(=O)c3ccccc3Cl)nc2n1
→ -12.1	i	i	-1.0
(39) Cc1cc(C(=O)COc2cc(F)ccc2[N+](=O)[O-])c(C)n1CC1CCCO1 (stereo not given)
→ 10.4	i	i	1.4
(40) CCN(CC)C(CNC(=O)CSc1nnnn1-c1cccc(F)c1)c1ccco1 (stereo not given)
→ -0.5	i	i	2.4
(41) COc1ccc(C(CNC(=O)c2cccc(S(=O)(=O)N(C)c3ccccc3)c2)N2CCCC2)cc1 (stereo not given)
→ -5.4	i	i	-0.5
(42) COc1ccc([C@H]2CC(=O)C=C(c3cc(OC)ccc3OC)C2)cc1
→ -3.9	i	i	9.9
(43) COc1ccc(OC)c(-c2csc(NC(=O)COC(=O)C3(C)CC3(Cl)Cl)n2)c1 (stereo not given)
→ 12.8	i	i	4.1
(44) CC1CC(C)CN(C(=O)COC(=O)c2ccc3c(c2)C(=O)N(Cc2ccco2)C3=O)C1 (stereo not given)
→ 4.8	i	i	0.7
(45) COc1ccccc1NS(=O)(=O)c1cc(NC(=O)c2ccccc2[N+](=O)[O-])ccc1N1CCOCC1
→ -2.8	i	i	-3.9
(46) CCOc1cc(-c2n[nH]c(=S)n2Cc2ccccc2)ccc1OC(F)F
→ -5.0	i	i	-0.2
(47) CSc1ccc(Cl)c(C(=O)NNC(=O)c2cccs2)c1
→ -5.2	i	i	9.9
(48) Cc1ccc(OCCC(=O)Nc2ccc(S(=O)(=O)Nc3nccs3)cc2)cc1
→ 13.2	i	i	-6.8
(49) O=C1N[C@@H](Cc2ccccc2)COC(=O)[C@H](Cc2ccc(F)cc2)CC/C=C/C[C@H]1CC(=O)N(CCO)Cc1ccccc1
→ 1.9	i	i	0.7
(50) CC(NC(=O)c1ccc(Br)o1)c1ccc(-n2ccnc2)cc1 (stereo not given)
→ -7.5	i	i	-3.9
(51) Cc1ccc(S(=O)(=O)c2nc(Cc3ccccc3)oc2N2CCOCC2)cc1
→ -2.2	i	i	-0.1
(52) O=C(CN1C(=O)C(=O)N(Cc2ccccc2)C1=O)c1ccc[nH]1
→ 8.5	i	i	-5.4
(53) CC1CCCC(C)N1C(=O)COC(=O)c1ccccc1O (stereo not given)
→ -4.5	i	i	-13.0
(54) CC(=O)c1cccc(NC(=O)C(C)OC(=O)C2=NNC(=O)CC2)c1 (stereo not given)
→ -1.2	i	i	-1.7
(55) N#CC1(NC(=O)CN2C(=O)NC(Cc3c[nH]c4ccccc34)C2=O)CCCCC1 (stereo not given)
→ -2.8	i	i	6.6
(56) CCS(=O)(=O)N1Cc2ccccc2CC1C(=O)N(C)CC(=O)Nc1ccc(OC)cc1 (stereo not given)
→ 3.8	i	i	-6.0
(57) O=C(Nc1ccncc1)c1cc(S(=O)(=O)N2CCCC2)ccc1Cl
→ ?	i	i	3.3
(58) CC1CCN(C(=O)c2[nH]cnc2C(=O)Nc2nccs2)CC1
→ -4.1	i	i	0.0
(59) CNC[C@@H]1Oc2ccc(NS(=O)(=O)c3ccc(Cl)cc3)cc2C(=O)N([C@H](C)CO)C[C@@H]1C
→ -0.6	i	i	0.5
(60) O=C(COC(=O)CCC(=O)c1cccs1)Nc1ccc(F)c(F)c1F
→ 1.4	i	i	-1.4
(61) O=C(c1ccc(N2CCCC2=O)cc1)N1CCN(c2ccccc2Cl)CC1
→ -1.8	i	i	6.2
(62) C=CCN1C(=O)c2ccc(C(=O)NCC(=O)Nc3c(C)cc(C)cc3C)cc2C1=O
→ 2.3	i	i	-0.7
(63) CSCC[C@H](NC(=O)C1CCN(S(=O)(=O)c2ccc(C)cc2C)CC1)c1nc2ccccc2[nH]1
→ -0.7	i	i	-0.8
(64) O=C(CCNC(=O)c1ccc(Br)cc1)NCCCN1CCCC1=O
→ -3.8	i	i	4.8
(65) CC1CN(S(=O)(=O)c2cc(C(=O)NCCCN3CCCC3=O)ccc2Cl)CC(C)O1 (stereo not given)
→ -6.4	i	i	-6.4
(66) O=C(NCc1ccccc1CN1CCCCC1)c1ccccc1N1CCCC1=O
→ -9.3	i	i	-5.4
(67) Cn1c(N)c(C(=O)COC(=O)c2cc3ccccc3cc2O)c(=O)n(C)c1=O
→ -2.4	i	i	2.4
(68) O=C(COC(=O)c1ccc(F)cc1Cl)NC1CCCCCCC1
→ -1.5	i	i	7.6
(69) Cc1ccccc1-c1cc(C(=O)NCc2ccc(OC(F)(F)F)cc2)n(CC2CC(c3cccnc3)=NO2)n1 (stereo not given)
→ ?	i	i	9.0
(70) Cn1c(N)c(C(=O)COC(=O)/C=C/c2ccc(F)cc2)c(=O)n(C)c1=O
→ 4.9	i	i	-5.9
(71) CCCNC(=O)C(Cc1ccc(C(F)(F)F)cc1)NC(=O)c1ccc2ccccc2n1 (stereo not given)
→ 7.1	i	i	6.1
(72) COc1ccc(S(=O)(=O)N2CCN(C(=O)c3ccc(NC(C)=O)cc3)CC2)cc1
→ 1.9	i	i	-0.5
(73) CC1CCC(NC(=O)C2CC(O)CN2S(=O)(=O)c2ccc([N+](=O)[O-])cc2)CC1 (stereo not given)
→ -0.9	i	i	0.2
(74) CN(Cc1cccs1)C(=O)c1cccc(S(=O)(=O)N2CCCCCC2)c1
→ 2.0	i	i	-3.0
(75) O=C(COC(=O)c1ccc2ncsc2c1)Nc1ccc(Cl)cc1
→ -5.6	i	i	7.8
(76) C[C@@H](NC(=O)Cn1ccc(NC(=O)OCc2ccccc2)nc1=O)c1cccc2ccccc12
→ -6.9	i	i	3.0

Complete entries from above. Screens in order: HDAC3 inhib, ANO1 activ, KCNK3 block, DYRK1A inh
O=C(c1ccc(N2CCCC2=O)cc1)N1CCN(c2ccccc2Cl)CC1 as listed: -1.8, i, i, 6.2
Cc1ccccc1-c1cc(C(=O)NCc2ccc(OC(F)(F)F)cc2)n(CC2CC(c3cccnc3)=NO2)n1 (stereo not given) as listed: ?, i, i, 9.0
COc1ccc(S(=O)(=O)N2CCN(C(=O)c3ccc(NC(C)=O)cc3)CC2)cc1 as listed: 1.9, i, i, -0.5
Cn1c(N)c(C(=O)COC(=O)c2cc3ccccc3cc2O)c(=O)n(C)c1=O as listed: -2.4, i, i, 2.4
